RXFP1 antagonist – qHTS Assay for Antagonists of the Relaxin Receptor RXFP1; Relaxin receptor 1 (Homo sapiens), Q9HBX9; HEK293-RXFP1, relaxin-stimulated cAMP HTRF, 30 min; active compounds read low; activity change, negative = inhibition, % at 57.5 µM; actives 0.59% (n = 350,000); AID 1259400, 2018;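 active = activity change of -60% or lower, but not beyond a set lower limit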; also: % is scaled to controls: 0 for no effect and ±100 for the full control effect
Target sequence (Q9HBX9 whole entry, looked up): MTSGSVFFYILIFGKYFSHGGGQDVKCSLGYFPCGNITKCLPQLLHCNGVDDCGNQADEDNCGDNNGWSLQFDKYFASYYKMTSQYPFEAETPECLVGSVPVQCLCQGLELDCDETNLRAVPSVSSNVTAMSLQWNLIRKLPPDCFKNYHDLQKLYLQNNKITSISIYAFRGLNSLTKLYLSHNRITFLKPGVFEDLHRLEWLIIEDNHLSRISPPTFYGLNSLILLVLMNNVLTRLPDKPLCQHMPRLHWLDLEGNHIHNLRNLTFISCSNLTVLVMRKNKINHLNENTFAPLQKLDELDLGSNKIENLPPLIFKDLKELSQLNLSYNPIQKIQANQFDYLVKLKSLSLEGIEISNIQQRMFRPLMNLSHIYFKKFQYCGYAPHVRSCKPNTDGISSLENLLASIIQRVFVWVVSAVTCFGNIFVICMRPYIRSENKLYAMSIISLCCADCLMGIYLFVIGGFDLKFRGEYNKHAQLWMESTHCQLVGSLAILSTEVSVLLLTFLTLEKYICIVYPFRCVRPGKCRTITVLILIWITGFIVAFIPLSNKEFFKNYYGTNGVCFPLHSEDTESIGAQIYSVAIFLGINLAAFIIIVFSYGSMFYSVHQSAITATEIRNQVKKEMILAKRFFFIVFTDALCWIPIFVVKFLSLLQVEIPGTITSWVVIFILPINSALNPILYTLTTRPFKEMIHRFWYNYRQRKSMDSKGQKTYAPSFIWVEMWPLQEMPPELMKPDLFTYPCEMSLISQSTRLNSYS
D2 PAM – HTS Assay for Positive Allosteric Modulators of the Human D2 Dopamine Receptor: Primary Screen for Potentiators; potentiation, % at 10 µM; HEK293 T-REx D2, calcium flux, EC20 dopamine potentiation; actives 0.34% (n = 340,000); D(2) dopamine receptor (Homo sapiens), P14416;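 active = potentiation over 3 SD above the plate norm, cut at about 30% in these data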; also: 0% is about no effect
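Potentiation of an EC20 dopamine calcium response is measured in a force-coupled, tetracycline-inducible Hek293 Trex D2 line. Compound-only kinetic reads over 180 s flag agonists before dopamine addition.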
D1 ag – Allosteric Agonists of the Human D1 Dopamine Receptor: qHTS. D(1A) dopamine receptor (Homo sapiens), P21728. HEK293 T-REx D1 cells, calcium flux, agonist mode. activation, % at 2 µM. actives 1% (n = 360,000). AID 504660, 2011; also: 0% is about no effect
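Inducible HEK293 T-REx D1 cells, force-coupled to calcium signalling, were plated at 4000 cells/well with tetracycline and held overnight at 30 C. After no-wash calcium dye loading, compound-evoked calcium rise over 180 s flagged agonists.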
D1 PAM – Potentiators of Human D1 Dopamine Receptor: qHTS; HEK293 TREx D1 cells, calcium flux, dopamine EC20 potentiation; D(1A) dopamine receptor (Homo sapiens), P21728; actives 0.036% (n = 360,000); potentiation, % at 10 µM; AID 504651, 2011; in the data active = potentiation above about 30%; also: 0% is about no effect
TRHR PAM – qHTS for Small Molecule Agonists and Allosteric Enhancers of Human TRH Receptor: Primary Screen for Enhancers. enhancement, % at 2 µM. AID 493056, 2011. actives 0.66% (n = 360,000). TRHR cells, fluo-8 calcium fluorescence, EC20 TRH enhancement; in the data active = enhancement above about 30%; also: 0% is about no effect
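Enhancer read-out: after compound pinning and an initial kinetic agonist-mode read, an EC20 of TRH (10 nM final) was injected and fluo-8 calcium signal (Ex 480/Em 530) followed at 1 s/cycle for 100 cycles in TRHR-expressing cells.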
TRHR ag – qHTS for Small Molecule Agonists and Allosteric Enhancers of Human TRH Receptor: Primary Screen for Agonists; Thyrotropin-releasing hormone receptor (Homo sapiens), P34981; TRHR cells, calcium flux fluo-8, FDSS agonist mode; activation, % at 2 µM; actives 0.18% (n = 360,000); AID 493084, 2011; also: 0% is about no effect
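Fluo-8-loaded TRHR cells; 10 s baseline, compound added, kinetic Ca2+ fluorescence read 1/s, agonist mode.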
D1 antag – Antagonist of Human D 1 Dopamine Receptor: qHTS. D(1A) dopamine receptor (Homo sapiens), P21728. activity change, negative = inhibition, % at 10 µM. actives 3.2% (n = 360,000). HEK293 TREx D1 cells, calcium flux, dopamine EC80; active compounds read low; in the data active = activity change below about -30%; also: % is scaled to controls: 0 for no effect and ±100 for the full control effect
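Cells carrying a force-coupled, tetracycline-inducible human D1 receptor report calcium flux. Each well gets a 10 s baseline, compound with 180 s monitoring, then an EC80 dopamine stimulus with a second 180 s kinetic read.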
D2 antag – HTS Assay for Allosteric Antagonists of the Human D2 Dopamine Receptor: Primary Screen for Antagonists; D(2) dopamine receptor (Homo sapiens), P14416; AID 485344, 2010; inhibition, % at 10 µM; actives 2% (n = 340,000); HEK293 TREx D2 cells, calcium flux, dopamine EC80; in the data active = inhibition above about 30%; also: 0% is about no effect
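Measurement of antagonist activity uses fluorescent calcium dye in inducible HEK293 T-REx D2 cells: 10 s baseline, compound addition with 180 s read, EC80 dopamine addition with a further 180 s read.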
D2 ag – HTS Assay for Allosteric Agonists of the Human D2 Dopamine Receptor: Primary Screen for Agonists. D(2) dopamine receptor (Homo sapiens), P14416. HEK293 T-REx D2 cells, calcium flux agonist mode. activation, % at 2 µM. actives 0.53% (n = 340,000);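 active = activation over 3 SD above normal in the single-dose calcium agonist read, cut at about 30% in these data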; also: 0% is about no effect
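Tetracycline-induced HEK293 Trex cells with D2 receptor force-coupled to calcium signaling, plated overnight at 30 C and loaded with no-wash calcium dye. Calcium flux read kinetically for 180 s after compound addition; responses flag agonists.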
* marks the source's active call; other numbers are inactive results; nt = no result given; & = joins results of further samples. Rule as the data show it, unless noted: active = activation above about 30%; inactive = the rest.

SMILES | RXFP1 antagonist | D2 PAM | D1 ag | D1 PAM | TRHR PAM | TRHR ag | D1 antag | D2 antag | D2 ag
CCc1cccc(NC(c2nnc(-c3ccccc3)o2)c2ccc(F)cc2Cl)c1 (centres undefined) | nt | 3.8 | 0.1 | -4.5 | -8.8 | -0.2 | 16.3 | nt | 0.7
Cc1ccc(NC(=O)CSCc2cc(=O)n3ccsc3n2)c(C)c1 | 13.1 | 12.7 | 2.9 | -0.2 | -8.1 | 0.0 | 5.6 | 26.7 | 1.0
O=C(CCC(=O)N1CCN(c2ccc(F)cc2)CC1)c1ccc(F)cc1 | -6.7 | -0.3 | 5.8 | -1.1 | -1.5 | -0.5 | -17.2 | -6.8 | 0.1
CCC1(c2ccccc2)NC(=O)N(CC(=O)NNC(=O)COc2ccc(Cl)cc2C)C1=O (centres undefined) | 7.5 | -7.9 | 2.4 | nt | -0.2 | -0.1 | 2.2 | -23.4 | 0.1
CCn1cc(C(=O)Nc2cc(C)ccc2C)c(=O)c2ccc(C)nc21 | nt | 6.1 | 2.2 | 4.8 | 0.6 | 0.9 | 4.8 | 9.8 | 1.3
COc1cc(/C=C2\CCOC2=O)cc(OC)c1OC | -3.8 | 4.3 | 2.2 | 1.6 | 7.3 | -1.9 | 8.6 | -34.9 | -1.1
C/C(=N\NC(N)=O)c1cccc(Cl)c1 | nt | 8.2 | 3.1 | 5.5 | 3.8 | 0.0 | -2.8 | -7.1 | 0.5
O=C(OCC(=O)N1CCC(Cc2ccccc2)CC1)c1ccc(CO)cc1 | 1.5 | 5.5 | 4.5 | -11.2 | 4.1 | 4.0 | -13.5 | 24.4 | -0.3
CCCCCCCCCCOC(=O)C[N+](C)(C)CC1CCCCC1O (centres undefined) | -7.3 | -4.7 | 31.1* | -1.5 | -4.5 | 0.0 | -4.9 | -2.8 | -0.1
O=C(N/N=C/c1cccnc1)C1CCCCC1 | -16.2 | 32.0* | 2.9 | -1.6 | 1.4 | 0.6 | -2.9 | -19.0 | 0.4
O=C(NCCN1CCOCC1)C(=O)NCC1OCCN1S(=O)(=O)c1cc(F)ccc1F (centres undefined) | -11.6 | -8.5 | 1.2 | 0.6 | -0.2 | 0.1 | 3.2 | 6.5 | 2.1
NC(=O)C(=O)NCCCN1CCOCC1 | -10.6 | 5.0 | 2.0 | 1.3 | -9.7 | -0.1 | -2.5 | -3.9 | 0.4
O=[N+]([O-])c1cccc(-c2ncc3ccccn23)c1 | -3.5 | -0.1 | -0.4 | -4.7 | -0.3 | -0.1 | -0.1 | nt | nt
O=C(N/N=C/c1ccc(N2CCOCC2)cc1)C1COc2ccccc2O1 (centres undefined) | -3.7 | -2.4 | 1.0 | -7.5 | -2.8 | 0.0 | -4.1 | 12.8 | 1.7
Cc1nnc(N(C)C(=O)c2ccncc2)s1 | -1.0 | 4.2 | 2.3 | -0.7 | 1.9 | 0.2 | -2.1 | 0.2 | 0.6
Cc1cccc(OCC(=O)NC2CCCC2)c1 | -1.9 | -4.3 | 1.3 | -1.6 | -12.4 | -0.1 | 1.9 | 1.5 | 0.2
CC(=O)N1CCOc2ccc(S(=O)(=O)N3CCC(C(=O)NCc4ccc(F)cc4)CC3)cc21 | -12.3 | -12.8 | 3.1 | -2.0 | -2.7 | 0.4 | -11.5 | 3.6 | 0.7
Cc1ccc(S(=O)(=O)NCC(=O)OCc2cc(=O)oc3cc(C)ccc23)cc1 | -6.9 | 0.9 | 4.1 | -6.5 | 1.8 | -0.3 | -27.3 | 2.7 | -0.1
CCn1c(/C(C#N)=N/O)nc2ccccc21 | 8.7 | -6.0 | 6.7 | -1.4 | -2.4 | -0.8 | -6.9 | 6.3 | -0.8
CCOC(=O)c1cnc2cc(-c3ccc(C)cc3)nn2c1-c1ccccc1 | -7.8 | 8.3 | 2.5 | -2.3 | 0.3 | 0.4 | 9.4 | -14.3 | 0.5
Cc1ccc(N2C(=O)CC(C3CCCO3)C2=O)cc1 (centres undefined) | -7.3 | 8.6 | 0.4 | 0.8 | 3.0 | 0.8 | -1.0 | 23.3 | 0.4
COC(=O)c1sc2nc(CSc3ccc(Br)cc3)[nH]c(=O)c2c1C | 10.1 | 11.4 | 11.4 | -3.2 | -3.5 | 2.7 | 3.3 | -19.2 | 0.9
CC(=O)c1ccc(NC(=O)CCNC(=O)c2ccccc2Cl)cc1 | 1.0 | 5.6 | 1.4 | 2.4 | 2.1 | 0.2 | -9.4 | -8.1 | 0.3
CC(=O)N1CCN(Cc2nc3cc(NC(=O)Cn4nc(C)c5ccccc5c4=O)ccc3n2C)CC1 | 7.6 | 0.6 | -0.1 | 0.0 | 15.1 | 0.1 | -13.2 | -8.7 | -0.1
CCOc1ccc(-n2c(=O)cc(N3CCN(c4ccc(F)cc4)CC3)[nH]c2=O)cc1 | -15.2 | 9.0 | 0.8 | -0.8 | -1.5 | -0.1 | -0.8 | -4.8 | -0.9

Another view of 7 compounds above.
SMILES,RXFP1 antagonist,D2 PAM,D1 ag,D1 PAM,TRHR PAM,TRHR ag,D1 antag,D2 antag,D2 ag
CCc1cccc(NC(c2nnc(-c3ccccc3)o2)c2ccc(F)cc2Cl)c1 (centres undefined),nt,3.8,0.1,-4.5,-8.8,-0.2,16.3,nt,0.7
Cc1ccc(NC(=O)CSCc2cc(=O)n3ccsc3n2)c(C)c1,13.1,12.7,2.9,-0.2,-8.1,0.0,5.6,26.7,1.0
O=C(CCC(=O)N1CCN(c2ccc(F)cc2)CC1)c1ccc(F)cc1,-6.7,-0.3,5.8,-1.1,-1.5,-0.5,-17.2,-6.8,0.1
CCC1(c2ccccc2)NC(=O)N(CC(=O)NNC(=O)COc2ccc(Cl)cc2C)C1=O (centres undefined),7.5,-7.9,2.4,nt,-0.2,-0.1,2.2,-23.4,0.1
CCn1cc(C(=O)Nc2cc(C)ccc2C)c(=O)c2ccc(C)nc21,nt,6.1,2.2,4.8,0.6,0.9,4.8,9.8,1.3
COc1cc(/C=C2\CCOC2=O)cc(OC)c1OC,-3.8,4.3,2.2,1.6,7.3,-1.9,8.6,-34.9,-1.1
C/C(=N\NC(N)=O)c1cccc(Cl)c1,nt,8.2,3.1,5.5,3.8,0.0,-2.8,-7.1,0.5

Further entries follow:
SMILES | RXFP1 antagonist | D2 PAM | D1 ag | D1 PAM | TRHR PAM | TRHR ag | D1 antag | D2 antag | D2 ag
Cc1nc(C(C)(C)O)n(-c2ccccc2)n1 | -9.9 | -8.8 | 2.7 | -2.4 | -17.5 | -0.1 | -0.2 | -8.0 | -1.3
COc1cc(OC)cc(C(=O)Nc2c(C)nn(-c3ccccc3)c2C)c1 | -5.6 | 3.6 | -0.2 | 2.2 | 0.1 | -0.2 | -2.9 | -0.4 | -0.1
COc1ccc(NC(=S)NC(=O)c2cc3ccccc3o2)c(OC)c1 | -2.4 | 4.9 | -0.5 | 0.0 | -6.4 | 0.2 | 2.1 | 13.0 | -1.1
COc1cc2[nH]c(=S)nc(NCc3ccc(Cl)cc3)c2cc1OC | 3.8 | 2.3 | 5.0 | -6.9 | 5.7 | 0.2 | -3.1 | -22.7 | 0.0
COc1ccc(N2CC(C(=O)NCc3nnnn3-c3ccc(C)c(C)c3)CC2=O)cc1 (centres undefined) | -1.0&-12.7 | 11.7&12.4 | 1.3&0.0 | 0.5&0.8 | 1.1&11.6 | -0.6&0.0 | -4.1&-0.7 | -8.9 | -0.1&1.1
CC(C)c1nc2ccccc2c2nnc(SCC(=O)NCc3ccco3)n12 | -4.1 | 4.8 | 0.2 | -1.4 | 2.4 | -1.6 | 2.9 | 5.3 | -0.7
COCCNC(=O)CSc1nc2cc3c(cc2c(=O)n1Cc1ccc(C(=O)NCCc2ccc(OC)c(OC)c2)cc1)OCO3 | 11.3 | -24.0 | 1.2 | -1.2 | -4.0 | -0.5 | -5.9 | nt | -0.4
COc1ccc(/C=C/C(=O)Nc2c(C)nn(C)c2C)cc1COc1ccc(Cl)cc1Br | 6.2 | 7.7 | 7.7 | -3.2 | -0.2 | -0.1 | -9.8 | -13.9 | 1.7
CC1C/C(=N\NC(=O)CCc2ccc(S(=O)(=O)N3CCOCC3)cc2)CC(C)(C)C1 (centres undefined) | 6.9 | -1.2 | -0.3 | -3.0 | -5.0 | -1.7 | 4.2 | -18.0 | 0.5
N#C/C(=N\Nc1cc(Cl)cc(Cl)c1)c1nnc2n1CCCCC2 | -19.6 | -8.2 | 4.4 | -1.2 | -2.4 | -1.6 | -28.3 | 2.4 | -1.1
Cc1nc2c([nH]1)C1(CCN(Cc3ccccc3)CC1)C(C#N)=C(N)O2 | -1.0 | -36.0 | 8.1 | 5.5 | 0.8 | 0.6 | -1.7 | 60.0* | 71.4*
Cc1cccc(N(C(=O)CCC(=O)Nc2nccs2)C(C(=O)NC(C)(C)C)c2ccc(O)cc2)c1 (centres undefined) | -31.0 | 0.0 | 2.3 | 5.3 | 5.4 | 0.1 | 12.5 | -2.7 | -0.3
O=C(CCC(=O)NNC(=O)c1ccccc1[N+](=O)[O-])NCc1ccccc1 | -4.2 | 2.2 | 1.2 | 0.6 | 8.6 | 0.3 | -7.6 | -9.5 | -0.2
CN(C)CCCNC(=O)C(=O)Nc1cc2c3c(c1)CCC(=O)N3CCC2 | -1.6 | -4.9 | 1.5 | 3.4 | 3.0 | 0.1 | 10.0 | -1.3 | -0.6
CC(=O)c1cccc(NC(=O)NNC(=O)c2ccc(Cl)cc2Cl)c1 | 2.1 | 10.0 | 0.1 | 5.0 | 9.5 | -0.6 | 6.9 | -9.5 | 1.3
Cc1cc(=O)oc2c(C)c(OCC(=O)N3CC[C@@]4(O)CCCC[C@H]4C3)ccc12 | nt | -2.1 | 0.1 | 4.7 | 0.5 | 0.4 | 1.9 | -10.1 | -1.1
COc1ccc2cc1Oc1ccc(cc1)C[C@H]1c3c(cc4c(c3Oc3cc5c(cc3OC)CCN(C)[C@@H]5C2)OCO4)CCN1C | -25.1 | -9.4 | 2.8 | -4.2 | 3.6 | 1.0 | -37.3* | -22.8 | -0.6
O=C(NC1CCC(O)CC1)c1cc(-c2ccc(Cl)cc2)nc2ccccc12 (centres undefined) | 7.7 | 1.1 | 1.2 | -8.6 | 0.5 | 0.4 | 21.4 | -10.5 | -0.2

Compound activity deposited in PubChem by National Center for Advancing Translational Sciences (NCATS).
